Compound activity from PubChem BioAssay.
Lipid storage S3: qHTS Assay for Lipid Storage Modulators in Drosophila S3 Cells. Drosophila S3 cells, BODIPY lipid droplet fluorescence, 18-24 h; cells fed with added oleic acid. lipid storage change, negative = inhibition, % at the top dose, mostly 46.1 µM; hits show Potency in µM. 320,000 tested, 0.64% active. AID 2685; active means well fitted inhibition curve with a large enough effect in the signal ratio, with a control signal flat, not every such curve was filed as active; inconclusive means small, poorly fitted or top-dose-only effect, or effect the other way, or a change in a side signal; the % refers to the signal ratio
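Laser-scanning cytometry quantifies lipid droplet accumulation (500–530 nm total intensity; droplet/cell object ratio) in oleic acid-fed (400 uM added) Drosophila S3 cells treated with a concentration series. 20 uM Triacsin C defined 100% inhibition.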
Lipid storage S3 cell count max: second read-out of Lipid storage S3, no call of its own (marks repeat the call); cell number change, %; measured here: cell count max response;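 cells counted by Cell Tracker Red CMTPX staining in the red channel; peak over a dose series mostly up to 46.1 µM; percent activity relative to internal control wells on each plate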
Numbers without * were called inactive; i = inactive; ? = inconclusive; . = not tested or not shown; [ ] = another dose, or the depositor's remark. On the % scale 0 is the no-effect control and ±100 the full control effect; potency means the concentration at half of the fitted maximal effect.

SMILES	Lipid storage S3	Lipid storage S3 cell count max
COc1cc2c(cc1OC)CN(C(=O)c1cccc(S(=O)(=O)N(C)C)c1)CC2	-5%	7
COc1cc2c(c(OC)c1OC)-c1ccc(NC(=O)c3ccc(F)cc3)c(=O)cc1[C@@H](NC(C)=O)CC2	i	-12
CCOC(=O)c1[nH]ncc1CN1CCCC(C(=O)c2ccc(OC)cc2C)C1 (stereo not drawn)	4%	7
COc1ccc(C(=O)OCc2c(F)cccc2Cl)cc1S(=O)(=O)N1CCOCC1	0%	-1
O=C(CCCN1C(=O)c2cccc3cccc(c23)C1=O)N1CCN(c2ccccc2O)CC1	?	.
OCc1n[nH]c(CO)n1	?	.
O=c1ccc2ccc(Oc3ccc([N+](=O)[O-])cc3[N+](=O)[O-])cc2o1	?	.
COc1ccc(C2/C=C\CN(C(=O)NC(C)C)CC(=O)N2Cc2ccc(F)cc2)cc1 (stereo not drawn)	?	.
Cc1[nH]c(=O)c(C#N)cc1-c1csc(-c2ccccc2)n1	0%	-1
CCN(CC)c1ccc(C(=O)OCc2c(C)noc2C)cc1	i	.
Cn1nnnc1SCC(=O)c1c(N)n(C)c(=O)n(C)c1=O	13%	4
CCOc1ccccc1-n1c(COc2ccc(C)cc2)nnc1SCC(N)=O	i	27
COc1ccc(NC2=NCCC2)cc1	-10%	-11
Cn1ccnc1SCC(=O)Nc1ccc2nc(SCC(=O)NC3CC3)sc2c1	?	.
CCC(CC)c1ncc[nH]1	1%	19
CCN1CCc2c(sc(NC(=O)C3COc4ccccc4O3)c2C(N)=O)C1 (stereo not drawn)	2%	1
O=C(OCC(=O)N1CCCCC1)c1ccccc1SCC(=O)N1CCCCC1	11%	-20
COc1ccc(C2/C(=C(\O)c3cc(C)ccc3C)C(=O)C(=O)N2CCN(C)C)cc1OC (stereo not drawn)	8%	-5
c1ccc(-c2nnnn2CCOCCn2nnnc2-c2ccccc2)cc1	?	.
C#CCOCCOCCOCCNc1nc(N2CCN(C(=O)[C@H](Cc3ccc(O)cc3)n3cc([C@@H](N)C(C)CC)nn3)CC2)nc(N2CCN(C(=O)[C@H](CCCCN)n3cc([C@@H](N)CC(C)C)nn3)CC2)n1 (stereo partly drawn)	-1%	-7
CCOC(=O)CSc1ccc(S(=O)(=O)N2CCCC2)cc1[N+](=O)[O-]	14%	21
CC(C)(C)n1nnnc1C(c1ccc(F)cc1)N(Cc1ccc(F)cc1)Cc1ccco1 (stereo not drawn)	?	.
CCC(=O)N1CCN(c2ccc(NC(=S)NC(=O)COc3ccccc3)cc2)CC1	?	.
COc1ccc(C(=O)N/C(=C\c2cn(S(=O)(=O)N(C)C)c3ccccc23)C(=O)NCCCN2CCOCC2)cc1	?	.
CN(C(=O)c1cc2c(s1)-c1ccccc1S(=O)(=O)C2)c1ccccc1	?	.
O=C(O)CCc1c(C(=O)O)[nH]c2ccccc12	-3%	3
CCOC(=O)c1c(NC(=O)CCN2C(=O)c3cccc([N+](=O)[O-])c3C2=O)sc(C(=O)OC(C)C)c1C	4%	20
CCOC(=O)C1=C(C)NC(=O)NC1c1ccc(OCCO)c(OC)c1 (stereo not drawn)	?	.
COCC(C)N=C1NN=C(c2c[nH]c3ccccc23)CS1 (stereo not drawn)	?	.
COC(=O)c1ccc(NC(=O)NS(=O)(=O)c2ccc(C)cc2)cc1	-3%	5
Nc1c(C(=O)OCC2CCCO2)c2nc3ccccc3nc2n1C1CCCCC1 (stereo not drawn)	?	.
CN(C)c1cccc(C(=O)N/N=C/c2ccsc2)c1	2%	8
Cc1ccc2nc(N3CCN(C(=O)CCCC(=O)O)CC3)nc(-c3ccccc3)c2c1	?	.
O=C(Nc1cc(Cl)ccc1N1CCOCC1)c1cnccn1	12%	10
CCN(CC)CCSc1nc2ccccc2n1Cc1ccccc1	?	.
CC(C)(C)NC(=O)CN(C(=O)C1CSC(=O)C1)c1ccc2c(c1)OCCO2 (stereo not drawn)	-12%	1
CC(=O)Nc1ccc(S(=O)(=O)Oc2ccc(/C=N/NC(=O)c3ccc(Cl)cc3)cc2)cc1	?	.
CC(CC(=O)N(CCC1=CCCCC1)c1c(N)n(Cc2ccccc2)c(=O)[nH]c1=O)c1ccccc1 (stereo not drawn)	?	.
Cc1ccc(-c2cn(-c3ccccc3)c(SCC(N)=O)n2)cc1C	?	.
S=c1[nH]nc(-c2ccc(Cl)cc2)n1Cc1ccccc1	?	.
Cn1c(SCC(=O)Nc2cc(C(C)(C)C)nn2-c2ccccc2)nc2ccccc21	10%	0
CC(C)NC(=O)c1ccc(N(Cc2ccc(Cl)cc2)S(C)(=O)=O)cc1	i	-10
CC(=O)N(Cc1ccccc1)c1ncc2c(n1)c(=O)c(C#N)c1ccccn12	?	.
CC(CSc1nnnn1-c1ccccc1)Cn1c(N2CCCC2)nc2c1c(=O)[nH]c(=O)n2C (stereo not drawn)	8%	10
C[C@H](C(=O)NCc1ccccc1)C(=O)c1ccccc1	11%	0
C=CC[C@H]1Cc2c(cccc2[N+](=O)[O-])[C@H](CC=C)N1	?	.
O=C(NCC1(c2ccccc2)CCCC1)C1(c2ccccc2)CCCC1	?	.
Cc1c(C(=O)OCC2CCCO2)[nH]c2c1C(=O)CC(c1ccc(N(C)C)cc1)C2 (stereo not drawn)	?	.
CCOc1ccc(N(CC(=O)NCc2cccnc2)S(=O)(=O)c2ccc(F)cc2)cc1	?	.
CCC(=O)N1CCc2cc(Br)cc(S(=O)(=O)NCC3CCCO3)c21 (stereo not drawn)	i	.
CCOC(=O)c1c(C)nc(C(Cl)(Cl)Cl)nc1N	?	.
CCOc1ccc(-c2ccc(SCC(=O)NC3CCCCC3)nn2)cc1	?	.
CCOc1ccc(CCNC(=O)COC(=O)c2ccc(Br)o2)cc1OCC	-6%[0.0737 µM]	.
O=C(CSc1ccc(-c2cccnc2)nn1)c1ccc([N+](=O)[O-])cc1	1%	10
O=C(NC1CCCC1)C(c1ccc(Cl)cc1)N(Cc1ccc(F)cc1)C(=O)CCl (stereo not drawn)	14%	-9
CCn1c(C)nc2cc(C(=O)NNC(=S)Nc3ccc(OC)cc3)ccc21	0%	4
CCC(NC(=O)c1cc(COc2cncc(Cl)c2)on1)c1ccncc1 (stereo not drawn)	4%	6
O=C(CCc1ccc(S(=O)(=O)NCCc2ccccc2)cc1)Nc1ccc2c(c1)OCCO2	2%	-11
COc1ccc(-c2cc(C(=O)Nc3c(C)nn(Cc4ccccc4)c3C)no2)cc1	?	.
Cc1ccc(-n2c(N)c(Br)c(=O)[nH]c2=O)cc1C	25%[9.22 µM]	4
(listing goes on)
SMILES	Lipid storage S3	Lipid storage S3 cell count max
COc1ccc(S(=O)(=O)NCCc2nnc3ccc(SCC(=O)Nc4cc(C)on4)nn23)cc1	-4%	-10
Cc1ccc(-c2noc(C3CCN(S(=O)(=O)c4ccc5c(c4)OCCO5)CC3)n2)o1	?	.
Cc1noc(C)c1S(=O)(=O)Nc1ccc(O)c2c(=O)cc(-c3ccccc3Cl)oc12	?	.
CN(CC(=O)Nc1ccccc1Cl)C(=O)COC(=O)c1ccc(=O)n(Cc2ccccc2)n1	-8%[0.0737 µM]	23
CC1CCCN(C(=O)Cn2nnc(-c3cccnc3)n2)C1 (stereo not drawn)	?	.
O=C1OC(c2ccccc2)=N/C1=C\N1CCCCC1	-7%	-27
O=C(NC(C(=O)c1ccccc1)n1cnccc1=O)c1ccccc1 (stereo not drawn)	-5%	-10
C/C(CC(=O)Nc1ccc(Cl)cc1C(F)(F)F)=N\NC(=O)c1cccs1	?	.
COC(=O)c1ccc2c(=O)[nH]c(COC(=O)c3c(-c4ccccc4Cl)noc3C)nc2c1	26%	.
Cc1ccc(S(=O)(=O)N(C)CC(=O)NC2CCCC2)cc1	?	.
CCn1cc(C(=O)NN)c(=O)c2cc(F)c(N3CCCCC3)cc21	?	.
CCCC(C(=O)NC1CCCC1)N(C(=O)Cn1nnc(-c2ccc(C)o2)n1)c1ccccc1F (stereo not drawn)	?	.
O=C(Cc1ccc([N+](=O)[O-])cc1)N/N=C/c1ccc([N+](=O)[O-])o1	-12%[9.22 µM]	-23
C=C(C)C1(O)OC(=O)C=C1OC (stereo not drawn)	-14%	-7
COc1ccc(CNC(=O)c2ccc(S(=O)(=O)N3CCOCC3)cc2)cc1	?	.
COc1ccc(CNC(=O)/C=C/c2cc([N+](=O)[O-])ccc2OC(F)F)cc1	?	.
CCC(=O)c1ccc(SC(=O)N(C)C)cc1O	7%	15
Cn1c(/C=C/N2CCOCC2)c(C(=O)c2ccc(Br)cc2)c(=O)n(C)c1=O	13%	0
COc1cc(C(C)=O)ccc1OCC(=O)Nc1ccccc1N1CCCCC1	?	.
CC(C)(NC(=O)N1CCCC1)c1cccc(C(C)(C)NC(=O)N2CCCC2)c1	?	.

An excerpt from above in order of SMILES length, falling:
SMILES	Lipid storage S3	Lipid storage S3 cell count max
COC(=O)c1ccc2c(=O)[nH]c(COC(=O)c3c(-c4ccccc4Cl)noc3C)nc2c1	26%	.
COc1ccc(S(=O)(=O)NCCc2nnc3ccc(SCC(=O)Nc4cc(C)on4)nn23)cc1	-4%	-10
CN(CC(=O)Nc1ccccc1Cl)C(=O)COC(=O)c1ccc(=O)n(Cc2ccccc2)n1	-8%[0.0737 µM]	23
Cc1ccc(-c2noc(C3CCN(S(=O)(=O)c4ccc5c(c4)OCCO5)CC3)n2)o1	?	.
COc1ccc(CNC(=O)/C=C/c2cc([N+](=O)[O-])ccc2OC(F)F)cc1	?	.
CC(C)(NC(=O)N1CCCC1)c1cccc(C(C)(C)NC(=O)N2CCCC2)c1	?	.
C/C(CC(=O)Nc1ccc(Cl)cc1C(F)(F)F)=N\NC(=O)c1cccs1	?	.
COc1ccc(CNC(=O)c2ccc(S(=O)(=O)N3CCOCC3)cc2)cc1	?	.
COc1cc(C(C)=O)ccc1OCC(=O)Nc1ccccc1N1CCCCC1	?	.
O=C(NC(C(=O)c1ccccc1)n1cnccc1=O)c1ccccc1 (stereo not drawn)	-5%	-10
Cc1ccc(S(=O)(=O)N(C)CC(=O)NC2CCCC2)cc1	?	.
CC1CCCN(C(=O)Cn2nnc(-c3cccnc3)n2)C1 (stereo not drawn)	?	.
O=C1OC(c2ccccc2)=N/C1=C\N1CCCCC1	-7%	-27
CCC(=O)c1ccc(SC(=O)N(C)C)cc1O	7%	15
C=C(C)C1(O)OC(=O)C=C1OC (stereo not drawn)	-14%	-7

Continued:
SMILES	Lipid storage S3	Lipid storage S3 cell count max
O=C(COC(=O)c1c(F)cccc1F)NCc1ccc2c(c1)OCO2	?	.
O=C(CSc1nnc(-c2cccs2)n1Cc1ccco1)Nc1ccc2c(c1)OCO2	?	.
Cc1ccc(CS(=O)Cc2ccc(C(=O)NC3CCCC(C)C3C)o2)cc1 (stereo not drawn)	?	.
Cc1ccc(-n2nc3c([n+]2[O-])CCc2nonc2-3)cc1	1%	9
Cc1cccc([N+](=O)[O-])c1NC(=O)CN(Cc1ccccc1)Cc1ccccc1	?	.
COc1ccc(N2C(=O)c3ccccc3NC2(C)C)cc1	?	.
C=CCOC(=O)C1=C[C@@H](c2coc3ccccc3c2=O)[C@H](CCCO)[C@@H](OCC)O1	-1%	15
Cc1c(-c2ccccc2)n[nH]c1C(=O)N=Nc1c(O)[nH]c2ccccc12	?	.
COC(=O)CC(=O)Cc1nc(N)nc(Nc2ccc(C)c(C)c2)n1	-5%	-3
C=CCNC(=S)N/N=C/c1ccc(C)s1	?	.
CCN(C(=O)COC(=O)c1cc(OC)c(OC)cc1[N+](=O)[O-])C1CCS(=O)(=O)C1 (stereo not drawn)	24%	2
CCOc1ccc2c(c1)c(=O)c(S(=O)(=O)c1ccc(C)cc1)cn2CC	i	-22
CCOC(=O)c1c(-c2ccccc2)[nH]c2ccc(O)cc12	?	.
CC(=O)c1cccc(NC(=O)c2ccc(N(Cc3ccc(C)cc3)S(C)(=O)=O)cc2)c1	i	.
CC(=O)c1cc(C#N)c(Oc2cc(C)cc(C)c2)nc1C	?	.
CSc1sc(C(=O)N(C)C)c2c1S(=O)(=O)N(C)c1ccccc1-2	14%	-6
Cc1ccc(S(=O)(=O)N2CCCCC2C(=O)N2CCN(c3ccccc3F)CC2)cc1 (stereo not drawn)	?	.
CCOC(=O)N1CCC(NC(=O)c2cc(C(=O)Nc3ccc(F)cc3F)ccc2CO)CC1	?	.
CN(CCCNC(=O)c1ccc(N2CCCC2=O)cc1)c1ccccc1	0%	-4
CC(=O)c1cccc(CN2CCN(C3CCCCC3)C(CCO)C2)c1 (stereo not drawn)	-10%	5
O=c1c2ccccc2ncn1Cc1cccc2ccccc12	?	.
O=C(Nc1cccc(C(=O)O)c1)Nc1cccc2ccccc12	6%	7
Cc1nnc(NC(=O)C2CCCN(S(=O)(=O)Cc3ccccc3)C2)s1 (stereo not drawn)	?	.
O=C(N/N=C/c1ccc(-n2ccnc2)cc1)c1cccs1	-8%	-18
O=C(CC1C(=O)NCCN1Cc1ccccc1)NCCN1CCCCC1=O (stereo not drawn)	?	.
O=C(Cc1ccc(Cl)cc1)Nc1ccccc1C(=O)Nc1ccc(C(=O)O)cc1	-5%	0
O=C(NCCN1CCc2ccccc2C1)C1CC(=O)N(C2CCCC2)C1 (stereo not drawn)	-12%	-11
COc1ccc(/C=C/C(=O)c2ccccc2)c(OC)c1	?	.
COc1ccc(S(=O)(=O)NCC2CCCN(Cc3ccccc3Cl)C2)cc1 (stereo not drawn)	-7%	.

Not all compounds are listed; the hit share may differ from the screen's.
